Assay outcomes as filed in PubChem.
BRCA1 expr up: activators of BRCA1 expression; MCF7-BRCA1-FFLuc reporter, luminescence, 48 h; response scale: scaled: vehicle 0%, 10 µM genistein 100%; Potency, µM (titrated, usually from 46.1 µM), for inactives: at the highest dose activation, most hits filed as activators; 380,000 tested, 1.1% active; note: nearly all actives have a fitted effect of over 80% in size; some results filed as inactive show a strong effect at the top dose
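48 h compound treatment of MCF7-BRCA1-FFLuc cells (phenol-red free MEM, 37 °C), then 15 min with luciferase substrate and luminescence imaging.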
FLuc counter: firefly luciferase modulation, counter-screen for miR-21 project | Potency, µM (titrated, usually from 57.5 µM), without a hit: at the top dose activity change, negative = inhibition, hits mostly inhibitors | P08659 | purified FLuc, Km substrates, luminescence inhibition | 360,000 tested, 6.9% active;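 note: plate controls were vehicle for no effect and reference inhibitor for full effect; nearly all actives have a fitted effect of over 55% in size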
Target sequence (P08659 whole entry, looked up): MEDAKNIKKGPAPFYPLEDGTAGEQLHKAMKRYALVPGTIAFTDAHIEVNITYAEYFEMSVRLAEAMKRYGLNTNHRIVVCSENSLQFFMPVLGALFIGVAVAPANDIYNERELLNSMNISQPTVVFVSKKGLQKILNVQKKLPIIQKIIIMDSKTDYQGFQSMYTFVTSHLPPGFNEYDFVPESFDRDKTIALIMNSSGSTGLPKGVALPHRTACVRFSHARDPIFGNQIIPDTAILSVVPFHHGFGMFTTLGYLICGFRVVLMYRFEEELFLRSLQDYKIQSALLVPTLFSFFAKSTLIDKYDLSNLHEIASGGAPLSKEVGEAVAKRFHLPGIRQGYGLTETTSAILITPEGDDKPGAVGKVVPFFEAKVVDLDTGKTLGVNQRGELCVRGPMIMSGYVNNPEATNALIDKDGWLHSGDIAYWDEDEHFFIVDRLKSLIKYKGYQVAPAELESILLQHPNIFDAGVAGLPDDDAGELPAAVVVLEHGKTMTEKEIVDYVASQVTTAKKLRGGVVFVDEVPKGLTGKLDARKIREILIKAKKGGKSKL
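Purified P. pyralis luciferase (10nM final) with 10uM D-luciferin and 10uM ATP (Km levels) in 50mM Tris acetate pH 7.5, 10mM Mg acetate, 0.01% Tween-20, 0.05% BSA; qHTS 6-point titration, ~60 µM downward; luminescence read.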
An asterisk follows results filed as active; ? = inconclusive. Calls come from the whole dose curve; as a rule, active = well fitted curve in the direction sought with a large enough effect; inconclusive = small, poorly fitted or top-dose-only effect, or another doubt; inactive = no such curve, though single readings can be large; an effect the other way counts as inactive or inconclusive. Potency is the fitted concentration of half-maximal effect. The list is partial. The share of hits here may be higher or lower than overall.

Every second line gives: BRCA1 expr up	FLuc counter
> O=C(CSc1nc2c(oc3ccccc32)c(=O)n1-c1ccccc1)Nc1ccc(F)c(Cl)c1
    3%	4%
> Cc1ccc(OCCSc2nc(-c3ccccc3C)nc3cc(=O)[nH]n23)cc1Cl
    5%	?
> O=C(Nc1ccc(F)cc1)c1ccc(-n2cnc3cccnc32)cc1
    14%	-2%
> Cc1cccc(N2CCN(C(=O)CS(=O)(=O)Cc3nc(-c4ccccc4C)oc3C)CC2C)c1 (stereo not drawn)
    -39%	-13%
> Cc1ccc(S(=O)(=O)c2cn(CC(=O)Nc3ccc4c(c3)OCO4)c3ccccc3c2=O)cc1C
    -21%	-8%
> CN(C)S(=O)(=O)N(CC(=O)Nc1ccc(Br)cc1F)c1ccccc1
    -1%	-14%
> Cc1noc(C)c1S(=O)(=O)Nc1ccc(C(=O)Nc2ccc(C(C)C)cc2)cc1
    -28%	?
> COc1ccc(-n2c(SCC(=O)N3CCCc4ccccc43)nc3c([nH]c4ccccc43)c2=O)cc1
    18%	-1%
> Clc1ccc(CN2CCN(c3ncnc4sc5c(c34)CCCC5)CC2)cc1Cl
    1%	-3%
> Cc1ccccc1-n1c(=O)c2ccccc2n(Cc2ccc(F)cc2)c1=O
    2%	4%

The listing continues:
Every second line gives: BRCA1 expr up	FLuc counter
> CSc1ccc(/C=C/c2nc3ccccc3n2S(=O)(=O)c2ccc(Br)cc2)cc1
    -10%	0.043µM*
> CCc1ccc2nc(N3CCC(C(=O)O)CC3)sc2c1
    ?	0.21µM*
> COc1ccc(OCC(=O)NC2CC(=O)N(c3ccc4c(c3)OCCO4)C2)cc1 (stereo not drawn)
    5%	-3%
> Cc1oc2ncn(C)c(=O)c2c1C(=O)NCc1ccc(Cl)cc1
    0%	3%
> Cc1cccc(CCn2c(=O)c3ccccc3n(Cc3cccc(F)c3)c2=O)c1
    3%	?
> Cc1nc2cc(-c3ccccc3)nn2c(C)c1CCC(=O)NCc1cccc(Cl)c1
    -9%	-3%
> CCCn1c(=N)c(C(=O)NCc2cccnc2)cc2c(=O)n3cccc(C)c3nc21
    -32%	-2%
> CC1=C(C(N)=O)C(c2cccc(Br)c2)n2nc(SCc3ccccc3)nc2N1 (stereo not drawn)
    8%	0%
> COc1ccc(C(=O)Nc2ccccc2-c2nc3ccccc3s2)cc1OC
    -10%	-5%
> CCCNC(=O)c1ccc(Cn2c(SCC(N)=O)nc3ccccc3c2=O)cc1
    -8%	-1%

The list continues.
Every second line gives: BRCA1 expr up	FLuc counter
> COc1ccc(Nc2ncc(C(=O)Nc3ccc(F)cc3F)c3ccccc23)cc1
    -2%	-2%
> CCOc1ccc(S(=O)(=O)NCc2cccn2Cc2cccc(C)c2)cc1
    -4%	-16%
> NC(=O)CSc1nc2c(oc3ccccc32)c(=O)n1-c1ccccc1F
    8%	3%
> O=C(NCc1ccc2c(c1)OCO2)c1ccc2c(c1)N(Cc1cccc(Cl)c1)C(=O)c1ccccc1S2
    -8%	-1%
> COc1ccccc1NC(=O)Cn1c(C)cc(C)c(C#N)c1=O
    1%	3%
> COCCN(Cc1ccc(C)c(Br)c1)S(=O)(=O)c1ccc2[nH]c(=O)ccc2c1
    -9%	-7%
> CCOC(=O)c1c(C)[nH]c(C)c1S(=O)(=O)N(C)CC(=O)Nc1ccc(C)cc1Br
    -6%	4%
> CSc1cccc(NC(=O)N2CCN(S(=O)(=O)c3ccc4c(ccn4C)c3)CC2)c1
    -9%	-4%
> Cc1ccc(Cn2c(SCC(=O)NCc3ccc(Cl)cc3)nc3ccsc3c2=O)cc1
    19%	1%
> Cc1cc(C)c(NC(=O)CSc2nc3nc(C)cc(C)n3n2)c(C)c1
    4%	-5%

7 of the compounds above, as a markdown table:
| smiles | BRCA1 expr up | FLuc counter |
| --- | --- | --- |
| O=C(Nc1ccc(F)cc1)c1ccc(-n2cnc3cccnc32)cc1 | 14% | -2% |
| Cc1cccc(N2CCN(C(=O)CS(=O)(=O)Cc3nc(-c4ccccc4C)oc3C)CC2C)c1 (stereo not drawn) | -39% | -13% |
| Cc1ccc(S(=O)(=O)c2cn(CC(=O)Nc3ccc4c(c3)OCO4)c3ccccc3c2=O)cc1C | -21% | -8% |
| CN(C)S(=O)(=O)N(CC(=O)Nc1ccc(Br)cc1F)c1ccccc1 | -1% | -14% |
| Cc1noc(C)c1S(=O)(=O)Nc1ccc(C(=O)Nc2ccc(C(C)C)cc2)cc1 | -28% | ? |
| COc1ccc(-n2c(SCC(=O)N3CCCc4ccccc43)nc3c([nH]c4ccccc43)c2=O)cc1 | 18% | -1% |
| Clc1ccc(CN2CCN(c3ncnc4sc5c(c34)CCCC5)CC2)cc1Cl | 1% | -3% |

Carrying on:
Every second line gives: BRCA1 expr up	FLuc counter
> COc1cccc(C(=O)Nc2ccccc2-c2nnc(-c3ccc(C(C)(C)C)cc3)o2)c1
    10%	2%
> CCOC(=O)C1=C(CN2CCN(c3ccccc3F)CC2)NC(=O)NC1c1ccc(Cl)cc1 (stereo not drawn)
    4%	-1%
> CCOc1ccc(CC(=O)Nc2c(C(=O)c3ccccc3)oc3ccc(Cl)cc23)cc1OCC
    7%	-6%
> Cc1ccc(-n2c(=O)c3c(c4cc(C)ccc4n3C)n(CC(=O)NCC3CCCO3)c2=O)cc1 (stereo not drawn)
    -6%	-3%
> CCCCC(=O)NC1CC(=O)N(c2ccc3c(c2)OCCO3)C1 (stereo not drawn)
    3%	-5%
> CCOc1ccc(NC(=O)Cn2cc(C(=O)c3ccc(CC)cc3)c(=O)c3cc(C)ccc32)cc1
    -6%	-5%
> COc1ccc(-c2cc(C(F)(F)F)nc(SCC(=O)N(C)Cc3ccccc3)n2)cc1
    -9%	-9%
> CC(C)CN(CCNC(=O)c1cc(-c2ccc(Cl)s2)nc2ccccc12)CC(C)C
    12%	6%
> Cc1ccc(C(=O)Nc2ccc(-c3cn4cccnc4n3)cc2)cc1C
    20%	4%
> CCn1c(=NC(=O)c2ccc(S(=O)(=O)N3CCCCC3)cc2)sc2cccc(OC)c21
    1%	2%

Further entries:
Every second line gives: BRCA1 expr up	FLuc counter
> COc1cccc(-n2c(=O)c3sc4ccccc4c3n(Cc3c(F)cccc3Cl)c2=O)c1
    -5%	3%
> Cc1ccc(CNc2cc(C)nc3nc(-c4cccc(C)c4)nn23)cc1
    16%	12µM*
> COc1ccc(N2CCN(C(=O)Cn3ncc4c3-c3cc(C)ccc3OC4)CC2)cc1
    4%	3%
> COc1cccc(N2CCN(C(=O)CN3CCSc4ccccc43)CC2)c1
    -10%	4%
> Cc1ccccc1-c1nn2c(=O)cc(CN3CCN(C(=O)/C=C/c4ccccc4)CC3)nc2s1
    5%	-16%
> COc1cc2c(cc1OC)C(COc1cc(C)cc(C)c1)N(C(=O)COc1ccccc1)CC2 (stereo not drawn)
    -51%	-3%
> COc1cccc(CNS(=O)(=O)c2ccc3[nH]c4c(c3c2)CCCCC4)c1
    -45%	-13%
> CCOc1ccccc1NC(=O)Cn1c(=O)n(-c2ccc(F)cc2)c(=O)c2c3c(sc21)CN(C(C)=O)CC3
    30%	-1%
> Cc1ccc(NC(=O)C2CCCN(S(=O)(=O)c3ccc4c(c3)CCCC(=O)N4)C2)cc1N(C)C (stereo not drawn)
    -30%	4%
> Cc1nn(-c2ccccc2)c(OC(=O)c2ccccc2F)c1S(=O)(=O)c1ccccc1
    16%	?

Other results
Every second line gives: BRCA1 expr up	FLuc counter
> CC(=O)c1ccc(N2C(=O)N(Cc3ccccc3C#N)c3ccccc3S2(=O)=O)cc1
    -29%	2%
> COc1ccc(NCc2cc3ccc(OC)cc3n(CC(=O)Nc3cccc(OC)c3)c2=O)cc1
    5%	-6%
> CCc1ccc2ncc3c(-c4ccccc4)nn(-c4ccccc4)c3c2c1
    -37%	-7%
> COc1ccc(-c2cc3ccc(O)c(CN4CCCC(C)C4)c3oc2=O)cc1OC (stereo not drawn)
    38%	-10%
> Cc1ccc(N2C(=O)CS(=O)(=O)C23C(=O)N(Cc2ccccc2C)c2ccccc23)cc1Cl (stereo not drawn)
    -2%	-3%
> COc1ccc(Nc2ncnc3onc(-c4ccc(Cl)cc4)c23)cc1Cl
    -73%	1%
> O=C(c1ccc2c(c1)N(Cc1ccc(Cl)cc1)C(=O)c1ccccc1S2(=O)=O)N1CCc2ccccc21
    -10%	-4%
> CCCCN(CCCC)CC(O)Cn1cc(/C=C/C(=O)c2ccccc2)c2ccccc21 (stereo not drawn)
    -13%	-3%
> CCOc1ccc(CCNC(=O)CN2C(=O)COc3ccc(S(=O)(=O)N4CCCC4)cc32)cc1
    0%	3%
> COc1ccc(-n2c(C)nc3c(cnn3-c3ccc(C)c(C)c3)c2=O)cc1Cl
    2%	2%

Full records, quoted from the list. Screens in order: BRCA1 expr up, FLuc counter
Record of CC(=O)c1ccc(N2C(=O)N(Cc3ccccc3C#N)c3ccccc3S2(=O)=O)cc1 : -29%, 2%
Record of CCOc1ccc(CCNC(=O)CN2C(=O)COc3ccc(S(=O)(=O)N4CCCC4)cc32)cc1 : 0%, 3%
Record of COc1ccc(Nc2ncnc3onc(-c4ccc(Cl)cc4)c23)cc1Cl : -73%, 1%
Record of COc1ccc(-c2cc3ccc(O)c(CN4CCCC(C)C4)c3oc2=O)cc1OC (stereo not drawn) : 38%, -10%

Carrying on:
Every second line gives: BRCA1 expr up	FLuc counter
> CCOc1ccc(C(=O)NCCn2cc(SCC(=O)Nc3ccccc3)c3ccccc32)cc1
    4%	?
> CCOC(=O)c1c(C)[nH]c(C)c1S(=O)(=O)N(C)CC(=O)N1CCN(c2ccccc2OC)CC1
    6%	8%
> CCCCSCCCNC(=O)CN1C(=O)COc2ccc(S(=O)(=O)N3CCC(C)CC3)cc21
    3%	-7%
> CCOc1cc2sc(N3CCC(C(=O)Nc4ccc(C(C)C)cc4)CC3)nc2cc1Br
    ?	21µM*
> COc1cccc(-n2c(SCc3ccc(F)cc3)nc3c([nH]c4ccccc43)c2=O)c1
    -44%	0%
> Cc1cccc(-n2c3nc(=O)[nH]c(=O)c-3cc3ccc(Cl)cc32)c1C
    -3%	-7%
> COc1ccc(CN(C(=O)Nc2cccc(Cl)c2)c2ccccn2)cc1OC
    0%	?
> O=C(Cn1nc(C(F)(F)F)c2c1CCC2)Nc1ccc(Cl)cc1
    -17%	-13%
> CCc1cccc(C)c1Nc1c(-c2ccc(N(C)C)cc2)nc2cnccn12
    -51%	2%
> CCCOc1ccc(CNC(=O)CCCN2C(=O)CSc3c2c(C)nn3-c2ccccc2)cc1
    -14%	?

(next part)
Every second line gives: BRCA1 expr up	FLuc counter
> COc1ccc(-c2noc(-c3cccnc3N3CCN(c4ccc(OC)cc4)CC3)n2)cc1
    0%	?
> COc1ccc(NC(=O)/C(C#N)=C/c2ccc(OCc3cc(=O)n4nc(C)sc4n3)cc2)cc1
    1%	-3%
> COc1ccccc1CNC(=O)CCCn1c(=O)c2ccccc2n(Cc2ccccc2F)c1=O
    -4%	-8%
> CCOC(=O)C1CCCN(c2c(C(=O)c3ccccc3)cnc3ccc(F)cc23)C1 (stereo not drawn)
    19%	-12%
> CCN(CC)CCCNC(=O)CCCn1c(=O)[nH]c2ccc(Br)cc2c1=O
    -7%	-2%
> CCOc1ccc(S(=O)(=O)n2nc(C)c(S(=O)(=O)N3CCCCC3)c2C)cc1
    5%	-9%
> COC(=O)c1ccc(C2C(C(=O)Nc3ccccc3)=C(C)Nc3nc4ccccc4n32)cc1 (stereo not drawn)
    1%	1%
> CC(C)CCNC(=O)C1CCN(S(=O)(=O)c2cccc3nsnc23)CC1
    4%	-1%
> COc1ccc(CCNC(=O)CCCn2c(=O)c3ccccc3n(Cc3ccc(F)cc3Cl)c2=O)cc1OC
    3%	2%
> CC(=O)Nc1ccc(NC(=O)c2cnn(-c3ccccc3)c2C2CCN(C(=O)OC(C)(C)C)CC2)cc1
    -5%	-2%

Next part.
Every second line gives: BRCA1 expr up	FLuc counter
> O=C1CS(=O)(=O)C2(C(=O)N(Cc3ccccc3)c3ccccc32)N1c1ccc(F)c(Cl)c1 (stereo not drawn)
    -10%	7%
> COc1ccc(N2CCN(C(=O)CCc3c(C)nc4cc(-c5ccc(Cl)cc5)nn4c3C)CC2)cc1
    -39%	?
> COc1ccc(N2CC(NC(=O)COc3ccccc3)CC2=O)cc1OC (stereo not drawn)
    1%	-1%
> Cc1cc2nn(-c3ccc(F)cc3)nc2cc1NC(=O)c1ccc(OC(C)C)cc1
    2%	-3%
> O=C(COc1ccccc1Cl)OCc1cc(=O)n2nc(-c3cccs3)sc2n1
    0%	-1%
> Cc1ccc(NC(=O)CSc2nc3ccc(NC(=O)CCc4ccccc4)cc3s2)cc1
    0%	-1%
> Cc1ccc(CN2C(=O)c3ccccc3Sc3ccc(C(=O)OCc4ccco4)cc32)cc1
    1%	-3%
> CC(=O)c1cc(C(=O)Nc2cc(C)cc(C)c2)c2ccccn12
    -19%	-27%
> Cc1cc(NC(=O)N(C)CCc2c(C)nn(C)c2C)ccc1Br
    -2%	-11%
> O=C(Nc1ccc(OCc2cc(=O)n3ccsc3n2)cc1)c1ccc(F)cc1
    10%	0%

Further structures.
Every second line gives: BRCA1 expr up	FLuc counter
> CC1CCN(c2nc3ccc(C(=O)NCCc4ccc(S(N)(=O)=O)cc4)cc3s2)CC1
    125%	-2%
> CC(=O)Nc1ccc(NC(=O)c2cc(-c3ccc4c(c3)OCCO4)on2)cc1
    64%	0.34µM*
> Cc1cc(NC(=O)c2ccco2)cc(-c2nc3ccccc3o2)c1O
    -3%	-16%
> Fc1ccc(-c2cn3cc(Cc4ccccc4Cl)sc3n2)cc1
    -2%	0.48µM*
